Compound activity from PubChem.
M1 ag parental: M1 agonist counterscreen hit in parental CHO-K1 cells; activation, % at 3 µM; 360,000 compounds, 0.48% hits; Fluo-8 calcium fluorescence; scaled to maximal ATP response, vehicle zero; in the data active means activation above about 15%;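 further: untransfected CHO-K1 host cells lacking M1 receptor as counterscreen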
TAAR1 antagonist: antagonists of human TAAR1; Q96RJ0; CHO RD-HGA16 TAAR1, Fluo-8 calcium fluorescence, antagonist; inhibition, % at 3 µM; 360,000 compounds, 1.5% hits;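 active means inhibition above a per-plate cutoff, the mean inhibition of test compounds on that plate plus 3 SD, cut at about 49% in these data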;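 further: 0% = DMSO plus EC80 beta-PEA response and 100% = DMSO alone without agonist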
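test system = CHO RD-HGA16 cells bearing hTAAR1 | replication = singlicate | controls = DMSO-only wells and EC80 β-PEA-stimulated wells | reagent = EC80 β-phenethylamine stimulus | read-out basis = percent inhibition of PEA-evoked calcium signal, max/basal emission ratio | schedule = seeding 17-24 h prior, 75-min 37 °C, 30-min RT dye loading | signal = kinetic Fluo-8 calcium fluorescence measurement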
V1aR counter: activates human V1a receptor in oxytocin agonist counter-screen; P37288; CHO-V1R cells, Fluo-8 calcium fluorescence, agonist mode; 0% DMSO, 100% 3 nM vasopressin; activation, % at 3 µM; 320,000 compounds, 0.25% hits;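 active means activation above the mean activation of all tested compounds plus 3 SD, per screening run, cut at about 20% in these data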;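 further: signal is peak over basal fluorescence ratio across a 100 second FLIPR read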
CHO-K1 Ca antag: M1 antagonist counterscreen hit in parental CHO-K1 cells; 360,000 compounds, 0.6% hits; ATP-induced calcium, Fluo-8 fluorescence; inhibition, % at 3 µM; AID 602250;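 active means inhibition above a per-plate cutoff, the plate's mean sample inhibition plus 3 SD, cut at about 24% in these data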;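 further: 0% = DMSO plus EC80 ATP and 100% = DMSO alone without ATP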
OXTR potentiate: potentiators of human oxytocin receptor. P30559. CHO-OTR cells, Fluo-8 calcium fluorescence, potentiator mode; 0% = oxytocin EC15, 100% = EC100. activation, % at 3 µM. 320,000 compounds, 0.061% hits;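 active means activation above that plate's cutoff, the mean activation of tested compounds plus 3 SD, cut at about 6.6% in these data, passing the limit was not always enough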;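 further: 100% uses oxytocin at 75 nM as the full agonist control; some results filed as inactive read as strong as hits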
Target sequence (P30559 whole entry, looked up): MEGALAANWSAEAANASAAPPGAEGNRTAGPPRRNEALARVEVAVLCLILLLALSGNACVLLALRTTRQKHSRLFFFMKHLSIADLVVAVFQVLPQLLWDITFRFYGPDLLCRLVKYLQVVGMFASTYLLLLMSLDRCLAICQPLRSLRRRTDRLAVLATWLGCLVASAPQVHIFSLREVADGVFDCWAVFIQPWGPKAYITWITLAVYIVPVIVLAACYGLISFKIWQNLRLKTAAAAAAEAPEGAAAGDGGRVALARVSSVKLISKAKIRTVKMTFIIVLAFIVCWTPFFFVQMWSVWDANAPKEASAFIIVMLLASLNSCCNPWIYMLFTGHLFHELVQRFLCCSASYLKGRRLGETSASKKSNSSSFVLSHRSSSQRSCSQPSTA
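Assay system: CHO-OTR cells, human receptor / Also added: oxytocin at about EC15, sub-maximal agonist stimulus / Dosing: single dose, 3.0 µM nominal final compound concentration / Incubation: 6 min pre-incubation, 100 s read / Technique: Fluo-8 calcium dye fluorescence / Read-out: % activation vs EC15 and EC100 oxytocin / Benchmarks: EC15 oxytocin low, 75 nM oxytocin high / Replicates: singlicate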
M1 ag: activates human CHRM1 receptor. activation, % at 3 µM. 360,000 compounds, 0.33% hits. CHO-K1 hM1, Fluo-8 calcium fluorescence, agonist mode; 0% DMSO, 100% acetylcholine EC100. P11229. AID 588814;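 active means activation above the run's mean compound activation plus 3 SD, cut at about 16% in these data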;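 further: peak over basal fluorescence ratio within a 140 s kinetic read after compound addition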
Target sequence (P11229 whole entry, looked up): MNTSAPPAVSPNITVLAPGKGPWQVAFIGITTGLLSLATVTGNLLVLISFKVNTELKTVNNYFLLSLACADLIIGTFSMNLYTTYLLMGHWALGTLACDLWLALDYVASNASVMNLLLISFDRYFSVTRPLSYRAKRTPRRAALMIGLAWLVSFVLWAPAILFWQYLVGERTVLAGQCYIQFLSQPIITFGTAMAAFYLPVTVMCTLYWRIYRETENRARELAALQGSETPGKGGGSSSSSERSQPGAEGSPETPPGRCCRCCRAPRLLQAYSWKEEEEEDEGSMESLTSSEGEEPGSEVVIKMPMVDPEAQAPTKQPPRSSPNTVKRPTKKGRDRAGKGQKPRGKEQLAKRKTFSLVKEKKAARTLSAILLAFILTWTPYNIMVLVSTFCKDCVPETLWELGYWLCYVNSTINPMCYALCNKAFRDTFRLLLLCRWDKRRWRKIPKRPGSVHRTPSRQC
CHO parental Ca: signal in parental CHO cells, OX1R antagonist counter-screen. parental CHO-K1, ATP-induced calcium, Fluo-8 fluorescence. inhibition, % at 5.6 µM. 330,000 compounds, 0.63% hits;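 active means inhibition above that plate's mean sample inhibition plus 3 SD, cut at about 26% in these data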;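 further: 0% = ATP-challenged DMSO wells and 100% = DMSO wells without ATP; some compounds past the cut are filed as inactive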
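Test system: untransfected parental CHO cell line. Compound: one dose, 5.6 µM nominal. Detection: intracellular calcium via Fluo-8 no-wash fluorescent dye. Measure: % inhibition. Benchmarks: ATP-challenged DMSO wells low, unchallenged DMSO wells high.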
TAAR1 ag: human TAAR1 agonism | Q96RJ0 | CHO RD-HGA16 TAAR1, Fluo-8 calcium fluorescence; vehicle wells 0%, saturating PEA agonist 100% | activation, % at 3 µM | 360,000 compounds, 0.99% hits | AID 624467;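 active means activation above the mean activation of all test compounds in the run plus 3 SD, cut at about 38% in these data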
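Test system: RD-HGA16 (CHO) cells co-expressing Gα16 and hTAAR1 | Doses: Single dose, 3 µM | Schedule: 17-24 h seeding, 75 min 37 °C dye, 30 min RT | Evaluation: % activation from peak over basal fluorescence ratio, DMSO-to-PEA scaled | Technique: Kinetic Fluo-8 calcium fluorescence | Benchmarks: Low control DMSO, high control PEA (EC100)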
M1 PAM parental: nonselective activator or artifact in parental CHO-K1 calcium assay; ATP EC20, Fluo-8 calcium fluorescence; 0% at ATP EC20, 100% at ATP max; activation, % at 3 µM; 360,000 compounds, 0.02% hits;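 active means activation above the run cutoff, the mean activation of all test compounds plus 3 SD, cut at about 40% in these data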;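 further: peak over basal fluorescence ratio in a 140 s read after ATP addition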
An asterisk follows results filed as active; nt = no result given; & = joins results of further samples.

Value order – M1 ag parental	TAAR1 antagonist	V1aR counter	CHO-K1 Ca antag	OXTR potentiate	M1 ag	CHO parental Ca	TAAR1 ag	M1 PAM parental
- O=C(Oc1ccc(C(=S)N2CCOCC2)cc1)c1ccc(Br)cc1
→ 0.9	-3	1.4	-5	-1	-4	-3	1	17
- COc1cc(CN2CCC(C)CC2)ccc1OCc1ccccc1
→ -0.4	-22	2.4	-2	-3	-9	-6	4	14
- COc1nc(C)c2cc(C)oc2n1
→ 0.1	-6	0.4	-9	0	-7	-2	4	23
- COc1ccccc1-n1nnnc1SCC(=O)Nc1oc(C)c2c(C)n[nH]c(=O)c12
→ 0.6	-6	0.7	-1	-4	-3	-5	1	9
- O=C(c1ccc(Br)o1)N1CCN=C1SCc1cccc(F)c1
→ 0.7	4	-0.3	-9	-5	-3	-3	-2	22
- Cc1ccc(N(CC(=O)NCCc2ccccc2)C(=O)CCC(=O)Nc2cc(C)ccn2)cc1
→ 0.0	-6	0.4	-12	-10	-4	-34	3	-8
- CC(=O)Nc1ccc(S(=O)(=O)N(Cc2ccco2)CC2CCCO2)cc1 (stereo unspecified)
→ 1.0	0	-0.3	-2	-8	-1	-8	4	11
- O=C(Cn1cc(C(F)(F)F)ccc1=O)N/N=C/c1ccccc1O
→ 2.0	7	0.5	-9	1	-1	-17	1	11
- Cc1ccc(NC(=O)COC(=O)c2ccc(OC(F)F)cc2)cc1S(=O)(=O)N1CCCCC1
→ -0.1	-5	nt	-13	nt	-4	nt	0	7
- CCN(CC(=O)Nc1cccc(S(N)(=O)=O)c1)Cc1nc2ccccc2c(=O)[nH]1
→ 0.6	-30	0.1	-4	4	-4	-26	0	18
- O=C(CSc1nc2ccccc2c(=O)n1CC1CCCO1)Nc1ccccc1 (stereo unspecified)
→ 0.2	5	0.4	-6	-6	-3	-12	1	16
- CCOc1ccc(NC(=O)NCCN2CCN(c3cccc(C)c3C)CC2)cc1
→ 6.1	26	12	-13	-11	-5	-13	23	13
- O=C(CCc1ccccc1)Nc1ccnn1C1CCN(C/C=C/c2ccccc2)CC1
→ 1.9	-8	1.6	-13	-6	0	-19	10	10
- CC(=O)c1ccc(-n2c(=O)[nH]c(=O)c3c(N)c(C(=O)c4ccc(Cl)cc4)sc32)cc1
→ 0.9	-17	1.1	-18	-3	-1	-1	0	20
- CCC(c1nnnn1C1CCCC1)N1CCN(c2ccccc2)CC1 (stereo unspecified)
→ 0.4	-12	-0.2	-8	-2	-5	-24	2	14
- Cc1cc(N2CCOCC2)nc(N2CCOCC2)n1
→ -0.3	-15	0.8	2	-4	-5	8	-1	11
- CC(=O)C(N=Nc1ccccc1)(Sc1nnc(-c2ccccc2)n1-c1ccccc1)C(C)=O
→ 0.7	14	-0.6	-13	-13	-7	-16	-1	20
- C=C(C)CN(CC)C(=O)CSc1nc(O)cc(=O)n1C1CCCC1
→ 0.4	6	17	1	-14	-4	-13	11	-18
- CCn1c(SCC(=O)C(C)(C)C)nnc1-c1ccccn1
→ 0.7	-10	-0.5	-4	-2	-4	-2	8	0
- O=C(O)c1c(Cl)nc2ccccn12
→ 0.0	-7	0.1	-12	6	-2	3	1	-4
- CC(=O)c1cc2c(=O)c3cc(C)ccc3oc2nc1C
→ 0.0	-3	0.0	-8	-8	-4	-9	-2	16
- O=C(CSc1nnc(CNC(=O)c2c(F)cccc2F)o1)NCc1ccco1
→ -0.2	nt	1.6	12	-5	0	4	nt	-7
- Cc1cc(C)nc(NC(=O)c2cc(-c3ccc(C)s3)nc3ccccc23)c1
→ 1.1	8	1.5	1	-7	-3	-20	0	19
- COc1ccc(NS(=O)(=O)c2ccc3c(c2)CCC(=O)N3)cc1O
→ 1.7	-3	nt	-9	nt	-2	nt	1	12
- O=C(O)CCCNC(=O)Cc1ccccc1
→ 0.0	5	0.7	1	-5	0	15	1	-2
- COc1ccc(OC)c(C(O)c2ncc(-c3ccccc3OC)[nH]2)c1 (stereo unspecified)
→ 0.5	8	nt	19	nt	-2	nt	3	-8
- COc1ccc(C(=O)Nc2cc(=O)n(C)c(=O)n2C)cc1OC
→ -0.1	-1	-0.1	2	-5	-3	-3	2	3
- CCc1ccccc1NC(=O)Cn1nnc(-c2cccnc2)n1
→ 0.8	0	0.8	-3	-2	1	-5	13	9
- CCNC(=S)N(CCCN(CC)CC)Cc1cc2cc3c(cc2[nH]c1=O)OCO3
→ 0.3	3	1.7	-5	-2	-9	0	0	15
- O=C(NCCN1CCOCC1)c1cc2ccccc2o1
→ 0.6	-3	0.8	-11	-8	-1	-2	14	16
- O=C(COC(=O)c1cc2ccccc2oc1=O)Nc1cccc(Br)c1
→ -0.4	-24	0.1	4	-5	-4	-15	3	-9
- CCc1ccc(C(=O)NC(CC(C)C)C(=O)O)cc1 (stereo unspecified)
→ 0.5	1	-0.4	-32	-6	-3	-7	2	5
- CCOC(=O)COc1ccc2c(C)cc(=O)oc2c1C(=O)c1ccccc1
→ -0.7	-2	-0.7	2	4	-4	-16	0	-2
- COc1ccccc1C(=O)NC(=O)COC(=O)c1cccc(C)c1O
→ 15*	-3	-0.2	14	-18	-4	-13	2	-11
- O=C(COc1ccccc1)Nc1ccc(OC(F)(F)C(F)F)c(NC(=O)COc2ccccc2)c1
→ 0.4	28	4.0	0	-5	-4	0	8	10
- C=CCc1cccc(/C=N/NC(=O)c2ccccc2OC)c1O
→ 1.4	18	0.1	1	-9	-8	-13	-1	12
- O=C1Nc2c(ccc(Cl)c2Cl)C(=O)C1(F)c1ccccc1 (stereo unspecified)
→ 2.7	-7	0.0	-1	9	-4	-22	0	17
- O=C(CCc1ccccc1)N1CCN(c2ccccn2)CC1
→ 0.5	3	1.6	2	-15	-11	-2	0	6
- CCOC(=O)N1CCN(S(=O)(=O)CCNC(=O)c2cccc(OC)c2)CC1
→ 0.1	18	-1.2	-1	-14	2	-4	0	5
- CCOC(=O)C1CCCN(C(=O)c2ccc3c(c2)N(Cc2ccccc2)C(=O)c2ccccc2S3=O)C1 (stereo unspecified)
→ 1.4	2	-0.8	3	-13	-8	-26	5	2
- Cc1ccc(C)c2sc(NC(=O)C3CC3)nc12
→ 1.6	-26	-1.3	-3	3	-10	-7	-1	18
- COc1ccc(N2CCN(C3CC(=O)N(Cc4ccccc4)C3=O)CC2)cc1 (stereo unspecified)
→ 2.2	-34	-1.1	-20	-4	-2	-17	1	13
- Cc1ccccc1OCCC(=O)Nc1ccc(S(=O)(=O)N2CCCC2)cc1
→ 3.4	16	nt	-16	nt	-5	nt	6	22
- Cc1ccc(C2=NC(C)(C)NC2=O)cc1
→ 0.3	-14	1.2	-8	-13	-2	-8	18	18
- Cc1ccc(-c2n[nH]c(Cc3ccccc3)n2)cc1
→ 0.5	-5	0.5	-4	-9	-1	-6	1	-14
- Cc1c(C(=O)O)oc2c1C(O)CC(C)(C)C2 (stereo unspecified)
→ 0.4&0.6	8&-12	0.5&0.8	-3&-11	-1&-6	-5&-3	4&0	6&18	19&16
- Cc1ccc(C(C)C)c(OCCCN2C(=O)NC(C)(C)C2=O)c1
→ -0.2	0	4.4	17	-2	-4	-14	10	-6
- CCCNC(=O)c1ccc2c(c1)nc(C)n2-c1cccc(Cl)c1
→ 4.5	-5	1.0	-4	-2	4	-11	6	15
- COC(=O)N1C(=O)[C@](CC(C)C)(c2ccccc2)N1C(=O)OC
→ 1.0	16	1.9	-13	-3	-5	-11	12	16
- COc1ccc(Cc2nc3ccc(S(=O)(=O)N4CCOCC4)cc3[nH]2)cc1OC
→ 4.6	4	0.3	-6	-1	-3	-6	10	9

Rewritten in CSV form: entries from further up.
SMILES,M1 ag parental,TAAR1 antagonist,V1aR counter,CHO-K1 Ca antag,OXTR potentiate,M1 ag,CHO parental Ca,TAAR1 ag,M1 PAM parental
Cc1ccc(C2=NC(C)(C)NC2=O)cc1,0.3,-14,1.2,-8,-13,-2,-8,18,18
Cc1ccc(-c2n[nH]c(Cc3ccccc3)n2)cc1,0.5,-5,0.5,-4,-9,-1,-6,1,-14
Cc1c(C(=O)O)oc2c1C(O)CC(C)(C)C2 (stereo unspecified),0.4&0.6,8&-12,0.5&0.8,-3&-11,-1&-6,-5&-3,4&0,6&18,19&16
Cc1ccc(C(C)C)c(OCCCN2C(=O)NC(C)(C)C2=O)c1,-0.2,0,4.4,17,-2,-4,-14,10,-6
CCCNC(=O)c1ccc2c(c1)nc(C)n2-c1cccc(Cl)c1,4.5,-5,1.0,-4,-2,4,-11,6,15
COC(=O)N1C(=O)[C@](CC(C)C)(c2ccccc2)N1C(=O)OC,1.0,16,1.9,-13,-3,-5,-11,12,16
COc1ccc(Cc2nc3ccc(S(=O)(=O)N4CCOCC4)cc3[nH]2)cc1OC,4.6,4,0.3,-6,-1,-3,-6,10,9
